Source: PubChem (National Center for Advancing Translational Sciences (NCATS))
15-hLO inh = qHTS Assay for Inhibitors of 15-hLO (15-human lipoxygenase); 74,000 tested, 1.4% active; Polyunsaturated fatty acid lipoxygenase ALOX15 (Homo sapiens), P16050; purified 15hLO-1, xylenol orange hydroperoxide absorbance; Potency, µM (top dose mostly 57.1 µM), for inactives: top-dose activity change, negative = inhibition, hits mostly inhibitors; further: potency means the concentration at half of the fitted maximal effect; on the % scale 0 is the no-effect control and ±100 the full control effect; nearly all actives have a fitted effect of over 55% in size
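Inhibition is scored from a chromogenic endpoint. After 15 min enzyme-compound contact, arachidonic acid (50 uM final) reacts 6 min with 40 nM 15hLO-1 at room temperature, then Fe-XO reagent is added for 30 min and absorbance ratio recorded.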
Ub-GFP proteasome = Ubiquitin-GFP Assay; AID 526, 2006; Ubiquitin-GFP reporter cells, proteasome inhibition, GFP fluorescence; response scale: untreated = 0%, 10 µM MG-132 = 100%; 67,000 tested, under 10 active; Potency, µM (titrated, usually from 45.9 µM), inactives show at the top dose activation (GFP accumulation), usual class: activators; active means well fitted activation curve with a large enough effect, not every such curve was filed as active; inconclusive means small, poorly fitted or top-dose-only effect, or another doubt; inactive means no such curve, though single readings can be large or run the other way; further: potency means the concentration at half of the fitted maximal effect
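U2OS cells stably expressing ubiquitin(G76V)-GFP, seeded overnight in 0.5% FBS medium, were exposed to compounds (qHTS, 46 uM to 2.9 nM) for 4 hr at 37 °C. GFP-positive cells were counted by laser cytometry (488 ex/515 em), normalized between basal and 10 uM MG-132.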
Hsp90 Hop PPI = qHTS Assay for Disrupters of an Hsp90 Co-Chaperone Interaction. 71,000 tested, 0.44% active. Potency, µM (series often up to 57 µM), for inactives: at the highest dose activity change, negative = inhibition. AID 595, 2007. AlphaScreen TPR2A-His6 binding biotin-Hsp90 C-terminal peptide; active means well fitted curve in either direction with a large enough effect; inconclusive means small, poorly fitted or top-dose-only effect, or another doubt; further: potency means the concentration at half of the fitted maximal effect; on the % scale 0 is the no-effect control and ±100 the full control effect; many of its hits are not listed in these tables
BRCT PPI red = qHTS Assay for Inhibitors of BRCT-Phosphoprotein Interaction (Red Fluorophore) | Breast cancer type 1 susceptibility protein (Homo sapiens), P38398 | BRCT-phosphopeptide binding, red fluorescence polarization | Potency, µM (series often up to 76.9 µM), without a hit: at the top dose activity change, negative = inhibition, actives largely listed as inhibitors | 75,000 tested, 0.03% active | AID 892, 2007; further: on the % scale 0 is the no-effect control and ±100 the full control effect
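Rhodamine-labelled pBACH1 10-mer (100 nM) bound to BRCT domain (100 nM) at pH 7.3; compounds incubated 12 min room temperature, polarization read. Free peptide defines full inhibition; unlabelled decapeptide titrated as control.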
CRE Fsk mod = Cell signaling CRE-BLA (Fsk stim); Potency, µM (series often up to 38.2 µM), inactives show at the highest dose activity change, negative = inhibition, most hits filed as activators; 71,000 tested, 2.5% active; CHO CRE-bla reporter (cAMP response element driving beta-lactamase), forskolin EC10, beta-lactamase ratio; active means well fitted activation curve with a large enough effect in the signal ratio, with a control signal flat, not every such curve was filed as active; inconclusive means small, poorly fitted or top-dose-only effect, or effect the other way, or a change in a side signal; the % refers to the signal ratio; further: potency means the concentration at half of the fitted maximal effect; % of control where 0% means no effect
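Modulation of forskolin-driven signalling is measured in CHO cells carrying a CRE-controlled beta-lactamase reporter. Cells are stimulated with EC10 NKH 477 in the presence of titrated compound for 3 h at 37 °C, then loaded with CCF4 for 2 h at room temperature.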
GFP derepression = qHTS Assay for Epigenetic Modulators | mouse C127i GFP locus derepression, cytometry, 30 h | Potency, µM (titrated, usually from 46.1 µM), for the others: at the top dose GFP derepression (activation) | 68,000 tested, 0.09% active | AID 597, 2007; further: % of control where 0% means no effect
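Derepression screen: silenced CMV-GFP reporter in murine C127i cells, 30 h compound incubation at 37 C, washed cells imaged by laser-scanning cytometer to enumerate GFP-expressing objects of 20 to 120 um.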
4MU fluor = qHTS Assay for Spectroscopic Profiling in 4-MU Spectral Region | max dye-equivalent concentration, M | compound autofluorescence, 340/450 nm, 4-MU equivalents; active compounds read high | AID 589, 2007 | 59,000 tested, 11% active; in the data active means max dye-equivalent concentration above about 10 nM; inconclusive means mostly about 1.1 nM to 9.6 nM
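Compounds in 100 mM Tris, pH 8.0, sat 15 min at room temperature before fluorescence was read at 340 nm excitation/450 nm emission; a per-plate six-point 4-MU standard curve converted signals to dye-equivalent concentration at each compound concentration.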
HBB splice mod = qHTS Assay for Modulators of Hemoglobin Beta Chain Splicing | AID 925, 2007 | Potency, µM (titrated, usually from 46.1 µM), inactives show at the top dose activation, hits mostly activators | 65,000 tested, 0.06% active | HBB splicing reporter cell assay, activation; EGFP reporter with mutant IVS2-654 intron; response scale: normalised to 500 nM splice-correcting PNA; further: potency means the concentration at half of the fitted maximal effect; 0% is about no effect
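HeLa cells stably expressing EGFP interrupted by mutant beta-globin intron 2 (IVS2-654), 500/well in 2% FCS. Treated with compound for 2 days at 37C. Splicing correction scored as total well GFP intensity (488 nm excitation, 500-520 nm emission); 500 nM antisense PNA served as control.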
Pol III holo inh = qHTS Assay for Inhibitors of DNA Polymerase III Holoenzyme System; Potency, µM (titrated, usually from 57.1 µM), for inactives: top-dose activity change, negative = inhibition; AID 603, 2007; reconstituted DNA polymerase III holoenzyme replication, biochemical; 71,000 tested, 0.25% active; further: potency means the concentration at half of the fitted maximal effect; on the % scale 0 is the no-effect control and ±100 the full control effect
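Reconstituted *E. coli* holoenzyme (0.35 nM Pol III, 1 nM beta, 154 nM SSB, 2 nM primase) was preincubated with compound for 15 min at RT. Synthesis on 1.4 nM ssM13Gori ran 35 min, then was stopped with PicoGreen/EDTA and read as dsDNA fluorescence.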
BRCT PPI green = qHTS Assay for Inhibitors of BRCT-Phosphoprotein Interaction (Green Fluorophore) | BRCA1 BRCT-phosphopeptide binding, green fluorescence polarization | Potency, µM (titrated, usually from 76.9 µM), without a hit: at the highest dose activity change, negative = inhibition, actives largely listed as inhibitors | 75,000 tested, 0.05% active;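 further: potency means the concentration at half of the fitted maximal effect; plate controls were peptide without protein for full effect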
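Compounds were incubated for 12 min at room temperature with a complex of 100 nM fluorescein-tagged pBACH1 decapeptide and 250 nM His-tagged BRCT protein. Buffer was phosphate pH 7.3 with EDTA, DTT and Tween 20. Disruption of binding lowers the polarization signal.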
A350 autofl = qHTS Assay for Spectroscopic Profiling in A350 Spectral Region | Compound autofluorescence, 340/450 nm, Alexa 350 dye-equivalents; active compounds read high | max dye-equivalent concentration, M | 59,000 tested, 11% active; in the data active means max dye-equivalent concentration above about 10 nM; inconclusive means mostly about 1.1 nM to 9.6 nM
An asterisk follows results filed as active; i = inactive; ? = inconclusive; . = no result given; [ ] = dose if it differs, or a comment. Unless noted, the call rests on the fitted dose curve; in most records, active means well fitted curve in the direction sought with a large enough effect; inconclusive means small, poorly fitted or top-dose-only effect, or another doubt; inactive means no such curve, though single readings can be large; an effect the other way counts as inactive or inconclusive.

SMILES | 15-hLO inh | Ub-GFP proteasome | Hsp90 Hop PPI | BRCT PPI red | CRE Fsk mod | GFP derepression | 4MU fluor | HBB splice mod | Pol III holo inh | BRCT PPI green | A350 autofl
O=C1c2ccccc2C(=O)C1c1ccc2ccccc2n1 | -21% | . | ? | -0.9% | 7% | -6%[20.6 µM] | i | -1.0% | -22% | 3.2% | i
CCOc1ccccc1N(CC(=O)O)S(=O)(=O)c1ccccc1 | 2% | -4% | -5% | -0.5% | -1% | 0% | i | 0.1% | -6% | -1.7% | i
CC(C)n1c(SCc2cc(=O)[nH]c3ccccc23)nc2c1c(=O)n(C)c(=O)n2C | 2% | -2% | -1% | -1.6% | ? | 1% | i | -1.5% | -9% | -0.7% | i
Cc1noc(C)c1CSc1nc2sc(C)c(C)c2c(=O)n1-c1ccccc1 | -18% | 11% | -3% | -1.7% | ? | 0% | i | -0.4% | -1% | -0.6% | i
O=C(Nc1ccccc1)C1CC=CCC1C(=O)OCC1CCCO1 (configuration not stated) | 1% | -8% | 0% | 1.1% | -5% | 0% | . | 1.6%[9.22 µM] | -8% | -0.1% | .
Cc1noc(C)c1COC(=O)C1CC(O)CN1S(=O)(=O)c1ccc(Cl)cc1 (configuration not stated) | -3% | 6% | -2% | 0.4% | ? | -1% | 2.9e-08M* | -3.5% | -2% | -2.8% | 2.7e-08M*
CCN(CC)C(=O)Cn1ncc2c1-c1ccccc1OC2 | 14% | 3% | -2% | -0.2% | 2% | -2% | . | -0.2% | -4% | -1.8% | .
O=C(CSc1nnc(-c2ccncc2)n1Cc1ccco1)Nc1ccccc1Cl | 6% | 1% | -5% | -1.6% | 7% | 0% | i | . | -5% | 3.0% | i
N#Cc1nc(COc2ccc(-c3ccccc3)cc2)oc1NCc1cccnc1 | 6% | 7% | ? | -1.2% | ? | 2% | i | -2.3%[0.369 µM] | 2% | 0.8% | i
COc1cc2[nH]c(=S)n(CCN3CCCCC3C)c(=O)c2cc1OC (configuration not stated) | 0% | 4% | -10% | -1.6% | 7% | 4% | i | -1.1%[0.369 µM] | -4% | 0.0% | i
c1ccc(-n2c(-c3ccncc3)nnc2N2CCOCC2)cc1 | 19% | 4% | -1% | 1.2% | -2% | 5% | i | -0.2%[57.5 µM] | -4% | -1.6% | i
COC(=O)Cn1cnc2c(nnn2-c2cccc(Cl)c2)c1=O | 6% | -6% | 2% | -3.2% | -8% | . | . | 0.4% | -4% | 49%[activator] | .
Cn1nnnc1SCCNCc1cccc2ccccc12 | 17% | -3% | 2% | 1.0% | 12% | -2% | i | 3.8%[1.84 µM] | 2% | -4.3% | ?
COc1ccc(-c2c(C)oc3cc(O)cc(O)c3c2=O)cc1OC | -26% | -12% | -6% | 0.7% | 5% | 0% | . | -1.2% | -11% | 4.9% | .
CC(C)c1ccccc1S(=O)c1ccccc1C(C)(C)O (configuration not stated) | 3%[11.4 µM] | -1%[9.17 µM] | 1%[11 µM] | -1.5%[15.4 µM] | 11%[7.6 µM] | 7%[9.22 µM] | i | -0.5%[9.22 µM] | 2%[11.4 µM] | -0.3%[15.4 µM] | i
CCc1cccc(NC(=O)CN(c2ccc(OC)cc2)S(=O)(=O)c2c(C)n[nH]c2C)c1 | -13% | 2% | -2% | -0.8% | -28% | -1% | i | -1.7% | -1% | -1.3% | i
CCN(CC)C(=O)C1=C(C)NC(=O)NC1c1c(F)cccc1Cl (configuration not stated) | -6% | 10% | -2% | -1.0% | 3% | 6% | i | -0.5% | 6% | 0.1% | i
COc1cccc(C=Nc2ccc3c(c2)OCCO3)c1O | -4% | 3% | -5% | -2.6% | 4% | 0% | i | 1.0%[0.369 µM] | -4% | -1.9% | i
Cc1nc2ncnn2c(C)c1CCC(=O)N1CCOCC1 | 13% | -1% | -2% | 0.9% | ? | 0% | i | 4.6% | -4% | -1.3% | i
CCN(CC)c1ccc(NC(=O)CSc2nc(C)cc(=O)[nH]2)cc1 | -19% | -3% | -8% | 0.2% | -1% | -4% | . | 0.0% | -3% | -1.0% | .
CC(C)C(C(=O)Nc1ccccc1)N1C(=O)c2ccccc2C1=O (configuration not stated) | 29% | -1% | -17% | -1.3% | 3% | . | . | -0.8% | -3% | -1.5% | .
CCn1c(CNC(=O)Cc2ccc(OC)cc2)nnc1SCC(=O)Nc1nccs1 | 5% | -5% | -1% | 0.4% | ? | 0% | i | 0.3% | -4% | -3.5% | i
COc1ccc(C(=O)Cn2nnc(-c3cccs3)n2)cc1 | 6% | 0% | 5% | -1.1% | -4% | 0% | i | . | -4% | -1.3% | i
COc1cccc(C(=O)N(CN2CCCC2=O)c2ccccc2OC)c1 | 7% | -4% | -2% | -0.3% | -6% | 0% | i | 0.1% | 2% | -0.6% | i
Cc1ccc(S(=O)(=O)N2CCCC2C(=O)N2CCCCCC2)cc1 (configuration not stated) | 2% | 2% | -5% | -1.1% | 0% | 0% | i | 1.3% | -4% | -1.2% | i
Cn1c(=O)oc2cc(S(=O)(=O)N3CCCC(C(=O)N4CC=C(c5ccccc5)CC4)C3)ccc21 (configuration not stated) | -4% | -15% | ? | 1.0% | ? | . | . | -1.1% | -11% | 0.3% | .
Cn1c(=O)c2c(nc(NC3CCCCC3)n2CC(O)COc2ccccc2)n(C)c1=O (configuration not stated) | -7% | -5% | -6% | -2.4% | 7% | 0% | i | 2.3% | -4% | -4.0% | i
COc1ccc(C(=O)N2CCc3cc(OC)c(OC)cc3C2)cc1OC | -2% | 22% | -2% | -0.6% | ? | -2% | i | -3.5% | -3% | -1.1% | i
CCOC(=O)N1CCN(c2c(Nc3ccc4c(c3)OCCO4)c(=O)c2=O)CC1 | 7% | -9% | -5%[2.3 µM] | 0.4% | 1% | . | . | 1.3% | -6% | -4.1% | .
O=C1C(C=NCCCN2CCOCC2)=C(O)c2ccccc21 | 2% | -10% | -5% | -1.0% | 5% | -2% | . | 0.2% | -6% | 0.4% | .

Some of these compounds in order of heavy-atom count, ascending.
SMILES | 15-hLO inh | Ub-GFP proteasome | Hsp90 Hop PPI | BRCT PPI red | CRE Fsk mod | GFP derepression | 4MU fluor | HBB splice mod | Pol III holo inh | BRCT PPI green | A350 autofl
COc1cccc(C=Nc2ccc3c(c2)OCCO3)c1O | -4% | 3% | -5% | -2.6% | 4% | 0% | i | 1.0%[0.369 µM] | -4% | -1.9% | i
CC(C)C(C(=O)Nc1ccccc1)N1C(=O)c2ccccc2C1=O (configuration not stated) | 29% | -1% | -17% | -1.3% | 3% | . | . | -0.8% | -3% | -1.5% | .
CCn1c(CNC(=O)Cc2ccc(OC)cc2)nnc1SCC(=O)Nc1nccs1 | 5% | -5% | -1% | 0.4% | ? | 0% | i | 0.3% | -4% | -3.5% | i

Continuation.
SMILES | 15-hLO inh | Ub-GFP proteasome | Hsp90 Hop PPI | BRCT PPI red | CRE Fsk mod | GFP derepression | 4MU fluor | HBB splice mod | Pol III holo inh | BRCT PPI green | A350 autofl
Cc1nn2c3c(cnc2c1-c1ccccc1)C(=O)CC(C)C3 (configuration not stated) | 3% | -3% | -1% | 0.4% | 3% | -2% | ? | -0.5% | -6% | -0.5% | ?
O=S(=O)(c1ccccc1)N1CCC2(CCCN(c3cccc(-c4ccccc4)c3)C2)CC1 | -4% | -9% | 1% | 0.5% | 1% | -2%[9.22 µM] | i | 0.4% | -4% | 12% | i
O=C(NC1CCCC1)C1CC1c1ccccc1 (configuration not stated) | 5% | 1% | 5% | 0.5% | 3% | 5% | i | 0.5% | 0% | -2.3% | i
COc1ccc(OC)c(CNC(=O)C2CCCN(c3nc4ccccc4o3)C2)c1 (configuration not stated) | -3% | -1% | -3% | -0.1% | ? | 2% | i | -0.8%[57.5 µM] | -10% | -2.6% | i
Cc1ccccc1N1CC(c2nc3ccccc3[nH]2)CC1=O (configuration not stated) | 12% | -3% | -2% | -1.9% | -9% | 4% | i | 0.7% | -2% | -4.4% | ?
O=C(N1CCCCC1)C1(c2ccccc2)CCOCC1 | -6% | 6% | -3% | -0.4% | -6% | -2% | i | -0.3%[57.5 µM] | -1% | -3.3% | i
CCCCCC(=O)Nc1ccc(N2CCN(S(C)(=O)=O)CC2)cc1 | 1% | -4% | -2% | 0.1% | -1% | 0% | i | 1.3% | -5% | -2.6% | i
